EP2 modulator: modulates human prostaglandin E2 receptor EP2 signaling; EP2-expressing cells, cAMP HTRF FRET, PGE2 co-stimulation; P43116; induction, % at 25 µM; actives 0.83% (n = 260,000); AID 940;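 active = compounds whose cAMP rise, as percent of the full-agonist control response, exceeds 60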;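 also: rat C6 glioma line stably carrying human EP2 under a CMV promoter; the protocol text gives 20 µM as final concentration; 100% = response of wells given 1 µM PGE2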
Target sequence (P43116 whole entry, looked up): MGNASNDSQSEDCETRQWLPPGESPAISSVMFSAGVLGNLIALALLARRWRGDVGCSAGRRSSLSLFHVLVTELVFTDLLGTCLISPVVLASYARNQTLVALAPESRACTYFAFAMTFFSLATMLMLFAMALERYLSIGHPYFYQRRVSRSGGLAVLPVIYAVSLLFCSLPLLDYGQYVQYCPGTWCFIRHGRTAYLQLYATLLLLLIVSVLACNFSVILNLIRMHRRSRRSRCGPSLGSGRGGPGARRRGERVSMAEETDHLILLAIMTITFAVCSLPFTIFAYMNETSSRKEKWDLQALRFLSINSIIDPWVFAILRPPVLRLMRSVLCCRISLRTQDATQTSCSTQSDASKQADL
NPY-Y1 antag: blocks the human neuropeptide Y Y1 receptor | P25929 | HEK293-CNG Y1 cells, membrane potential fluorescence; NPY at EC95, then isoproterenol | inhibition, % at 3.6 µM | actives 1% (n = 200,000);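 active = inhibition above the campaign mean inhibition of all tested compounds plus 3 SD, cut at about 20% in these data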;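 also: 0% = DMSO wells given NPY plus isoproterenol and 100% = isoproterenol alone without NPY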
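Material: HEK293 cells co-expressing NPY Y1 receptor and cyclic-nucleotide gated channel. Timing: compound incubation 1 h at room temperature, readout 45 min post-stimulation. Signal: fluorescence, membrane potential probe.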
NPY1 pot ag: potentiates or activates human NPY-Y1 receptor; AID 1304; P25929; activation, % at 3.6 µM; NPY-Y1 expressing cells, potentiator/agonist activation; actives 0.37% (n = 220,000); in the data active = activation above about 33%, passing the limit was not always enough;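 also: cells stimulated with NPY at EC10 then isoproterenol at EC100; 0% = low agonist plus stimulus and 100% = saturating agonist plus stimulus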
zfTRPN1 agonist: zebrafish TRPN1 (NompC) channel agonism; actives 0.18% (n = 220,000); activation, % at 3 µM; HEK293 zebrafish TRPN1-YFP, Fluo-8 calcium fluorescence; 100% = response to 87 µM carbachol; AID 1424;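 active = activation above its plate's cutoff, the mean activation of test wells on that plate plus 3 SD, cut at about 19% in these data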;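 also: 0% = DMSO alone and 100% = 87 µM carbachol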
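System: zebrafish TRPN1-YFP in HEK293 cells / Dosing: 3 µM single point / Timing: dye loading 1 h at 37 °C, then 30 min room temperature / Signal: Fluo-8 calcium fluorescence, excitation 470-495 nm, emission 515-575 nm / Read-out basis: percent activation from peak over basal fluorescence ratio, control-normalized / Control set: high carbachol 87 µM, low DMSO alone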
CHOP inhibitor: blocks CHOP induction under ER stress. inhibition, % at 10 µM. actives 3.8% (n = 220,000). AID 2732. CHO-K1 CHOP-promoter luciferase, tunicamycin-induced, 15-18 h;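 active = compounds that reduced the stress-induced luciferase reporter signal by more than about 70% of percent inhibition, limit read from the data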;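 also: 0% = tunicamycin plus vehicle and 100% = wells without tunicamycin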
TRPML3 ag: agonists of human TRPML3 channel; HEK293 TRPML3-YFP, Fluo-8 calcium fluorescence; 100% = the carbachol control signal; activation, % at 3 µM; actives 0.29% (n = 220,000);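 active = activation above its plate's cutoff, the mean activation of the plate's test wells plus 3 SD, cut at about 12% in these data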;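 also: 0% = DMSO only wells and 100% = carbachol wells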
Target sequence (Q8TDD5 whole entry, looked up): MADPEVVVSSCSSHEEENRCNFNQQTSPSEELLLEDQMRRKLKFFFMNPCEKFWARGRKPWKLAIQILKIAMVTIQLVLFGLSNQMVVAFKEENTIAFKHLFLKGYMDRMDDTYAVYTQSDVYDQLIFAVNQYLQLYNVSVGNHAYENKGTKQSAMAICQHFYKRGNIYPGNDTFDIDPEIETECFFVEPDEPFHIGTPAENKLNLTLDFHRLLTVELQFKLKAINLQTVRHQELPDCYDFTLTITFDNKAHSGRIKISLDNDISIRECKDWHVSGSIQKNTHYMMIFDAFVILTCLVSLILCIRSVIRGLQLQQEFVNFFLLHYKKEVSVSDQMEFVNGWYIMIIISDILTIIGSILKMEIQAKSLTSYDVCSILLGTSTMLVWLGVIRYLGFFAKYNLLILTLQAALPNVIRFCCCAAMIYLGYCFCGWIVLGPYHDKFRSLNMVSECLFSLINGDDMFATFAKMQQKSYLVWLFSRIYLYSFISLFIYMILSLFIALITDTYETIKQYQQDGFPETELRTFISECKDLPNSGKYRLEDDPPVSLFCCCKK
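Test system: TRPML3-YFP stable HEK293 cells. Doses: single point at 3 µM. Incubation: dye loading 1 h 37 °C then 30 min ambient, 125 s read. Signal: Fluo-8 calcium dye fluorescence, ex 470-495, em 515-575 nm. Measure: percent activation from peak-to-basal fluorescence ratio, scaled between DMSO and carbachol.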
14-3-3 Bad inh: disrupts binding of bovine 14-3-3 zeta to phospho-Bad peptide. inhibition, % at 21.7 µM. AID 781. actives 0.71% (n = 220,000). TR-FRET 14-3-3zeta/Dy647-pBad peptide displacement, 1 h;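 active = inhibition above about 70%, limit read from the data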;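 also: 0% = full 14-3-3 plus peptide FRET controls and 100% = background without 14-3-3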
PPC-1+TRAIL kill: kills PPC-1 cancer cells in the presence of TRAIL | PPC-1 cells + TRAIL, ATPLite viability luminescence | cell killing (% activity), % at 4 µM | actives 0.41% (n = 220,000) | AID 1443;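 active = cell killing above 50% in the first pass at 4 µM, then a duplicate retest at 5 µM averaging 50% or more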;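 also: plate controls were cells with TRAIL plus DMSO for no effect and medium-only wells lacking cells for full effect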
EP2 antag: blocks the human prostaglandin E2 receptor EP2. actives 0.52% (n = 260,000). P43116. inhibition, % at 25 µM. C6 glioma cells expressing human EP2, cAMP TR-FRET; cells stimulated with saturating PGE2;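 active = percent inhibition above 40 after rounding to a whole number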;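 also: rat C6 glioma host cells with rolipram phosphodiesterase inhibitor present; the protocol text gives 20 µM as final concentration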
* hit, by the source's call; / = not tested or not shown; [ ] = dose if it differs, or a comment. Only part of the results is shown, so the mix of outcomes need not match the whole.

The first 3 records, ahead of the listing:
1. COc1ccc(N2C(=S)N(C(=O)c3ccccc3)C(=Nc3ccccc3)C2=Nc2ccccc2)cc1
2. CCCCNC(=S)NC(=O)c1ccc(Cl)cc1Cl
3. COc1ccc2c(c1OC)C(=O)N(c1ccc3c(c1)CCC3)C2=O
assay / compound	1	2	3
EP2 modulator	/	-1.3	20.9
NPY-Y1 antag	1.4	6.5	-2.4
NPY1 pot ag	8.4	-32.0	12.5
zfTRPN1 agonist	-0.7	-2.4	0.7
CHOP inhibitor	/	69.6	4.6
TRPML3 ag	0.8	-0.1	0.5
14-3-3 Bad inh	/	-2.5	-6.5
PPC-1+TRAIL kill	/	14.0	13.6
EP2 antag	2.3	11.7	6.0

This part in full, previewed entries included:
1. COc1ccc(N2C(=S)N(C(=O)c3ccccc3)C(=Nc3ccccc3)C2=Nc2ccccc2)cc1
2. CCCCNC(=S)NC(=O)c1ccc(Cl)cc1Cl
3. COc1ccc2c(c1OC)C(=O)N(c1ccc3c(c1)CCC3)C2=O
4. Cc1cccc(N=C2NN=C(c3ccccc3F)CS2)c1C
5. Cc1ccccc1OCC(=O)N(CC(C)C)c1c(N)n(CC(C)C)c(=O)[nH]c1=O
6. CCOc1ccccc1CNC(=O)c1cc2oc3ccccc3c2n1CC
7. Cc1c(Nc2cc(N3CCOCC3)c3nonc3c2[N+](=O)[O-])c(=O)n(-c2ccccc2)n1C
8. O=C(CSC(=S)N1CCOCC1)Nc1nccs1
9. O=C(NN1C(=O)C2C3CCC(O3)C2C1=O)c1ccco1 (configuration not stated)
10. C=CCc1ccccc1OCC(O)CN1CCN(c2ccc(C)cc2)CC1 (configuration not stated)
assay / compound	1	2	3	4	5	6	7	8	9	10
EP2 modulator	/	-1.3	20.9	1.5	0.5	-14.0	0.0	23.1	29.8	-16.0
NPY-Y1 antag	1.4	6.5	-2.4	-3.5	/	11.3	6.2	/	2.2	-4.9
NPY1 pot ag	8.4	-32.0	12.5	-1.2	-9.8	-33.3	7.3	-2.6	23.1	45.2
zfTRPN1 agonist	-0.7	-2.4	0.7	0.4	-0.7	-0.8	-0.2	0.9	1.7	-0.5
CHOP inhibitor	/	69.6	4.6	27.5	-18.8	33.6	-4.1	4.8	-1.2	79.2*
TRPML3 ag	0.8	-0.1	0.5	0.0	-0.1	0.3	-0.4	0.4	0.8	-0.4
14-3-3 Bad inh	/	-2.5	-6.5	-9.1	0.1	-12.0[fluorescence artefact?]	-1.1	-3.4	2.3	72.3*
PPC-1+TRAIL kill	/	14.0	13.6	7.4	22.8	7.2	-4.0	19.0	22.8	5.4
EP2 antag	2.3	11.7	6.0	9.8	11.6	4.0	9.8	5.5	8.7	6.5

Look-ups from the list:
`C=CCc1ccccc1OCC(O)CN1CCN(c2ccc(C)cc2)CC1` (configuration not stated) – CHOP inhibitor: 79.2*
`Cc1ccccc1OCC(=O)N(CC(C)C)c1c(N)n(CC(C)C)c(=O)[nH]c1=O` – EP2 antag: 11.6
`COc1ccc(N2C(=S)N(C(=O)c3ccccc3)C(=Nc3ccccc3)C2=Nc2ccccc2)cc1` – EP2 antag: 2.3
`COc1ccc2c(c1OC)C(=O)N(c1ccc3c(c1)CCC3)C2=O` – 14-3-3 Bad inh: -6.5

Sorted by the number under NPY-Y1 antag (low to high): some entries from above
nr | SMILES | NPY-Y1 antag
4 | Cc1cccc(N=C2NN=C(c3ccccc3F)CS2)c1C | -3.5
3 | COc1ccc2c(c1OC)C(=O)N(c1ccc3c(c1)CCC3)C2=O | -2.4
6 | CCOc1ccccc1CNC(=O)c1cc2oc3ccccc3c2n1CC | 11.3

Continued:
11. Cc1cc(/C=C2\SC(=S)NC2=O)c(C)[nH]1
12. O=C(COC(=O)C1COc2ccccc2O1)NC(=O)NC1CCCC1 (configuration not stated)
13. O=C1CCC([N+](=O)[O-])C(c2ccc(Cl)cc2)N1 (configuration not stated)
14. CCOC(=O)c1c(-c2ccc(F)cc2)csc1NC(=O)CN1C(=O)NC2(CCCCC2C)C1=O (configuration not stated)
15. COc1ccccc1CNC(=O)CN(c1ccc(C)cc1)S(=O)(=O)c1c(C)n[nH]c1C
16. CS(=O)(=O)N1CCCC(C(=O)NCCN2CCC(Cc3ccccc3)CC2)C1 (configuration not stated)
17. CCNC(=S)NNc1nncc2ccccc12
18. COc1cccc(CN2CCNC(=O)C2CC(=O)NCc2cn3ccc(C)cc3n2)c1OC (configuration not stated)
19. CCOc1ccc(NC(=S)N2CCCN(Cc3cccc(Cl)c3)C2)cc1
20. Cc1ccc(NC(=O)CC2C(=O)NC3CCCCC3N2C(=O)c2ccc(F)cc2)cc1C (configuration not stated)
assay / compound	11	12	13	14	15	16	17	18	19	20
EP2 modulator	-5.5	0.2	2.2	23.9	21.7	1.4	-6.2	13.7	-22.2	-8.0
NPY-Y1 antag	8.5	-0.9	-3.2	1.3	6.6	-2.7	5.4	/	0.8	-3.8
NPY1 pot ag	-17.1	4.2	5.7	-16.8	3.0	-0.3	2.0	-0.8	12.1	-10.4
zfTRPN1 agonist	1.9	0.2	0.8	-1.6	0.7	1.3	0.2	1.2	-0.6	1.2
CHOP inhibitor	5.1	3.1	15.1	-6.4	1.6	0.2	-7.7	16.9	1.1	5.4
TRPML3 ag	1.4	-0.3	-0.1	-0.8	-0.7	1.4	0.9	0.0	0.6	0.2
14-3-3 Bad inh	0.7	-12.2	-11.0	-5.6	1.6	0.9	-21.1	4.3	-14.1	-4.9
PPC-1+TRAIL kill	17.3	22.0	18.1	-2.7	6.6	6.7	19.3	15.4	22.7	14.5
EP2 antag	9.1	9.0	16.7	5.5	10.6	-1.4	10.9	6.2	6.1	11.8

21. CCCC(=O)Nc1ccc(C(=O)/C=C/c2ccc(SC)cc2)cc1
22. CSc1ccccc1C(=O)Nc1cccc(C(C)=O)c1
23. COc1ccc2nc(NNC(=O)c3cc(=O)c4ccccc4o3)sc2c1
24. Cc1ccc(NNC(=O)c2ccno2)cc1C
25. COc1cc(/C=C2\SC(=S)N(CC(=O)NC3=NCCS3)C2=O)cc(OC)c1OC
26. Cc1c(N/C=C(\Cl)C(=O)C(F)(F)F)c(=O)n(-c2ccccc2)n1C
27. Cn1c(C(=O)NCCN2CCOCC2)cc2sccc21
28. CCN(CC(=O)NCc1ccc(Cl)cc1)C(=O)/C=C/c1cccs1
29. C#CCOCCOCCOCCNc1nc(N2CCOCC2)nc(N2CCN(C(=O)[C@H](CCC(=O)O)n3cc(C(N)Cc4ccc(O)cc4)nn3)CC2)n1 (some centres not stated)
30. COc1cc(NC(=O)COC(=O)c2cnc(C)cn2)c(C)cc1[N+](=O)[O-]
assay / compound	21	22	23	24	25	26	27	28	29	30
EP2 modulator	-8.9	10.1	-27.0	-22.4	-26.3	34.6	11.1	35.1	7.7	5.4
NPY-Y1 antag	-3.4	-2.9	-2.7	/	-4.4	2.3	1.2	4.9	-5.3	-7.2
NPY1 pot ag	-5.5	-14.2	3.7	21.7	7.2	-4.4	-16.7	-7.2	-11.6	15.1
zfTRPN1 agonist	1.4	-1.5	1.2	0.9	1.2	1.2	-1.0	-2.5	0.1	1.5
CHOP inhibitor	-29.8	-22.4	-12.2	-12.6	34.4	12.3	16.8	17.6	17.6	-4.3
TRPML3 ag	0.5	0.0	0.9	0.4	0.9	-0.3	0.1	0.0	0.8	0.5
14-3-3 Bad inh	-4.9	-6.7	-17.5	-5.2	-12.5	-16.1	-1.4	-8.9	19.6	-2.8
PPC-1+TRAIL kill	9.7	2.5	15.5	21.5	-8.2	8.7	11.7	-16.7	8.0	42.9
EP2 antag	22.6	7.1	9.8	14.7	6.9	6.2	7.2	8.3	12.9	7.0

31. COc1ccc(CCNC(=O)CSCc2ccc(Cl)cc2)cc1OC
32. Cc1ccc(N(CC(=O)Nc2ccccc2C(=O)N2CCOCC2)S(C)(=O)=O)cc1
33. COc1ccc(CC(=O)Nc2cccc(-c3csc(C)n3)c2)cc1
34. C=CCn1c(CCSCc2ccccc2)n[nH]c1=S
35. O=C(NCc1ccc2c(c1)OCO2)c1cccc2c1C(=O)N(C1CCCCC1)C2
36. CCCc1n[nH]c2c1C(=O)CC(C)(C)C2
37. O=C(CSc1ccc(-c2ccccn2)nn1)NCc1ccc(F)cc1
38. COc1ccc(C2=NC(c3ccccc3)CO2)cc1 (configuration not stated)
39. COC(=O)Cn1cc(/C=N/NC(=O)c2ccc(C#N)cc2F)c2ccccc21
40. COc1ccc(NC(=O)CS(=O)CC(=O)Nc2cc(Cl)ccc2OC)cc1 (configuration not stated)
assay / compound	31	32	33	34	35	36	37	38	39	40
EP2 modulator	-18.1	21.4	-30.6	-12.1	20.3	6.5	-12.8	-10.3	-14.6	19.4
NPY-Y1 antag	0.9	-2.7	2.4	-3.1	-4.5	-3.3	-0.6	7.2	4.3	-3.5
NPY1 pot ag	-22.0	-0.1	-6.6	-11.2	9.7	14.5	-1.7	-4.0	0.9	-5.5
zfTRPN1 agonist	0.0	-0.1	0.4	-0.5	0.8	0.6	-0.3	0.0	0.7	-0.3
CHOP inhibitor	-1.6	-0.1	11.2	16.1	52.5	32.4	6.1	27.6	-6.4	17.3
TRPML3 ag	-0.1	-0.4	-0.5	-0.8	0.0	0.5	0.2	0.6	-0.2	-0.5
14-3-3 Bad inh	-17.5	-4.1	4.8	-16.5	7.6	0.8	-6.3	-22.4	-1.5	7.8
PPC-1+TRAIL kill	-10.7	26.1	14.0	28.2	3.7	35.3	-1.9	22.9	-2.2	8.1
EP2 antag	4.6	13.0	11.4	8.9	7.5	12.2	6.3	12.5	4.9	6.3

41. O=C(c1ccc(-c2ccccc2)cc1)N1CCN(C(=O)c2ccco2)CC1
42. c1ccc(CSCc2cn3ccsc3n2)cc1
43. S=C(Nc1ccccc1)N1CCN(c2ccc(N3CCOCC3)nn2)CC1
44. CCOC(=O)c1[nH]ncc1CN1CCC(Cc2ccccc2)(C(=O)OCC)CC1
assay / compound	41	42	43	44
EP2 modulator	-70.2	14.4	-9.3	-10.3
NPY-Y1 antag	0.8	-2.1	-4.2	/
NPY1 pot ag	8.3	-11.3	15.9	-5.2
zfTRPN1 agonist	1.8	1.0	1.2	0.8
CHOP inhibitor	17.2	-0.8	-17.2	-16.4
TRPML3 ag	0.4	-0.3	1.2	0.7
14-3-3 Bad inh	-12.6	-3.5[fluorescence artefact?]	-11.7	-3.0
PPC-1+TRAIL kill	-1.8	11.1	7.5	-10.4
EP2 antag	-2.2	7.4	9.5	4.7
